BioA inh: M. tuberculosis BioA enzyme inhibitors, primary screen, biochemical, plate reader, single point, HTS | 7,8-diaminopelargonic acid synthase BioA (Mycobacterium tuberculosis) | purified M. tuberculosis BioA enzyme | inhibition, % at 9.99 µM | actives 0.096% (n = 360,000); in the data active = inhibition above about 40%
Active calls of the source: *; & = joins results of further samples. Not all compounds are listed, so the mix of outcomes need not match the whole.

C[C@H]1CN([C@@H](C)CO)C(=O)Cc2cc(NC(=O)Nc3ccc4c(c3)OCO4)ccc2O[C@@H]1CN(C)C(=O)Nc1cccc2ccccc12
  BioA inh: -0.3

COc1ccccc1C#Cc1ccc2c(c1)O[C@H](CN(C)Cc1ccncc1)[C@H](C)CN([C@@H](C)CO)S2(=O)=O
  BioA inh: 4.8

C[C@@H]1CN([C@H](C)CO)C(=O)Cc2cc(NS(C)(=O)=O)ccc2O[C@@H]1CN(C)C(=O)Nc1ccc(C(F)(F)F)cc1
  BioA inh: 0.8

C[C@@H]1CN([C@H](C)CO)S(=O)(=O)c2ccc(-c3ccccc3)cc2O[C@@H]1CN(C)S(C)(=O)=O
  BioA inh: -0.7

CC(C)NC(=O)N(C)C[C@@H]1Oc2ncc(-c3ccc(C(=O)N(C)C)cc3)cc2C(=O)N([C@H](C)CO)C[C@@H]1C
  BioA inh: 1.5

CO[C@H]1CN(C)C(=O)c2cc(NC(C)=O)ccc2OC[C@@H](C)N(C(=O)C2CCC2)C[C@H]1C
  BioA inh: 1.4

Cc1ccc(S(=O)(=O)N[C@@H]2CC[C@@H](CCNC(=O)Cc3ccccn3)O[C@@H]2CO)cc1
  BioA inh: -2.1

COc1ccc(NC(=O)Nc2ccc3c(c2)C(=O)N([C@H](C)CO)C[C@H](C)[C@H](CN(C)Cc2ccc(-c4ccccc4)cc2)O3)cc1
  BioA inh: 0.0

C[C@@H]1CN([C@@H](C)CO)C(=O)CCCn2nncc2CO[C@@H]1CN(C)Cc1cccc(C(=O)O)c1
  BioA inh: -7.4

C[C@@H]1CCCCO[C@@H](CN(C)C(=O)Nc2ccccc2)[C@H](C)CN([C@@H](C)CO)C(=O)c2cc(NC(=O)NC3CCCCC3)ccc2O1
  BioA inh: 0.6

CCS(=O)(=O)Nc1ccc2c(c1)C(=O)N(C)[C@H]1CC[C@@H](CC(=O)NCCOC)O[C@@H]1CO2
  BioA inh: -2.6

CCCC(=O)Nc1ccc2c(c1)OC[C@@H](C)N(Cc1ccc(-c3ccccn3)cc1)C[C@H](C)[C@@H](OC)CN(C)C2=O
  BioA inh: -0.5

CCC(=O)Nc1ccc2c(c1)OC[C@H](C)N(C(=O)NC(C)C)C[C@@H](C)[C@@H](OC)CN(C)C2=O
  BioA inh: -4.7

C[C@H](CO)N1C[C@H](C)[C@@H](CN(C)Cc2ccccn2)Oc2cc(-c3cccc(C#N)c3)ccc2S1(=O)=O
  BioA inh: 0.1

O=C(Cc1ccccc1)N[C@H]1CC[C@@H](CC(=O)N2CCOCC2)O[C@@H]1CO
  BioA inh: -5.2

C[C@H]1CN([C@@H](C)CO)C(=O)c2cccc(NC(=O)C3CCCCC3)c2O[C@H]1CN(C)CC1CCCCC1
  BioA inh: -0.2

CC(=O)N[C@@H]1C=C[C@@H](CC(=O)NCC2CCCCC2)O[C@H]1CO
  BioA inh: -0.5

CO[C@@H]1CN(C)C(=O)c2cc(NC(C)=O)ccc2OC[C@@H](C)N(Cc2cccc(F)c2)C[C@H]1C
  BioA inh: 0.2

Cc1ccc(S(=O)(=O)N(C)C[C@H]2Oc3c(NC(=O)Nc4ccccc4)cccc3C(=O)N([C@H](C)CO)C[C@@H]2C)cc1
  BioA inh: -0.3

C[C@@H]1CN([C@@H](C)CO)C(=O)c2cc(NC(=O)C3CCCCC3)ccc2O[C@@H](C)CCCCO[C@H]1CN(C)C(=O)C1CCCCC1
  BioA inh: -1.1

CN(C)CCCNC(=O)[C@@H]1[C@@H](CO)[C@@H]2Cn3c(cccc3=O)[C@@H]2N1C(=O)Nc1ccccc1
  BioA inh: -0.5

C[C@@H]1CN([C@@H](C)CO)C(=O)c2cc(N(C)C)ccc2O[C@@H](C)CCCCO[C@H]1CN(C)S(=O)(=O)c1ccc(F)cc1
  BioA inh: -4.0

O=C(NC1CCC1)[C@@H]1[C@@H](CO)[C@@H]2Cn3c(ccc(/C=C/c4ccccc4)c3=O)[C@@H]2N1Cc1cncnc1
  BioA inh: -2.3

O=C(C[C@@H]1CC[C@H]2[C@@H](COC[C@@H](O)CN2Cc2ccccc2)O1)NCc1ccccc1Cl
  BioA inh: -1.8

C[C@H](CO)N1C[C@H](C)[C@H](CN(C)C(=O)C2CCCCC2)Oc2ncc(-c3ccncc3)cc2C1=O
  BioA inh: 3.5

C/C=C/c1ccc2c(c1)O[C@H](CN(C)C(=O)c1ccccn1)[C@H](C)CN([C@H](C)CO)S2(=O)=O
  BioA inh: 1.0

Cc1ccc(S(=O)(=O)N(C)C[C@@H]2Oc3ncc(C#CC4(O)CCCC4)cc3C(=O)N([C@H](C)CO)C[C@H]2C)cc1
  BioA inh: 0.0

CN1C(=O)c2cc(NC(=O)c3ccccc3Cl)ccc2OC[C@@H]2O[C@H](CC(=O)NCC(F)(F)F)CC[C@H]21
  BioA inh: -2.9

C[C@@H]1CN([C@@H](C)CO)C(=O)c2cccc(NS(=O)(=O)c3ccc(Cl)cc3)c2O[C@@H]1CN(C)Cc1ccc(C(F)(F)F)cc1
  BioA inh: 2.0

C[C@H](CO)N1C[C@H](C)[C@@H](CN(C)C(=O)NC2CCCCC2)OCc2ccccc2-c2ccccc2C1=O
  BioA inh: 1.1

CCCNC(=O)Nc1ccc2c(c1)C(=O)N(C)[C@@H]1CC[C@@H](CC(=O)NC)O[C@H]1CO2
  BioA inh: 0.9

CC(C)NC(=O)N1C[C@@H]2[C@H](c3ccccc31)[C@@H](CO)N2C(=O)c1ccncc1
  BioA inh: 4.0

CC(C)NC(=O)N[C@@H]1CC[C@H](CCN)O[C@H]1CO
  BioA inh: -0.7

COc1ccc(-c2cnc3c(c2)C(=O)N([C@H](C)CO)C[C@H](C)[C@@H](CN(C)C(=O)Cc2cccnc2)O3)cc1
  BioA inh: 6.7

O=S(=O)(c1ccccc1)N1CCCCN2[C@H](CO)[C@H](c3ccc(-c4ccccc4)cc3)[C@H]2C1
  BioA inh: 6.4

CO[C@H]1CN(C)C(=O)c2cc(NC(=O)c3cc(C)on3)ccc2OC[C@@H](C)N(C(C)=O)C[C@H]1C
  BioA inh: -0.4

C[C@H]1CN([C@@H](C)CO)C(=O)Cc2cc(NC(=O)NC3CCCCC3)ccc2O[C@H]1CN(C)C(=O)Nc1ccc(C(F)(F)F)cc1
  BioA inh: -4.2

C[C@@H]1CN([C@H](C)CO)C(=O)c2cc(NS(C)(=O)=O)ccc2O[C@@H](C)CCCCO[C@H]1CN(C)Cc1ccccc1
  BioA inh: -0.6

O=C(O)[C@@H]1[C@@H](CO)[C@@H]2Cn3c(ccc(-c4cccnc4)c3=O)[C@H]1N2S(=O)(=O)c1ccccc1F
  BioA inh: -1.3

Cc1ccc(S(=O)(=O)N(C)C[C@@H]2OCCCC[C@H](C)Oc3ccc(NS(C)(=O)=O)cc3C(=O)N([C@@H](C)CO)C[C@H]2C)cc1
  BioA inh: -0.3

C[C@H](CO)N1C[C@H](C)[C@H](CN(C)S(C)(=O)=O)OCCCC[C@H](C)Oc2ccc(NS(=O)(=O)c3cccs3)cc2C1=O
  BioA inh: -2.9

Cc1noc(C)c1NC(=O)NCC[C@@H]1CC[C@H](NC(=O)Nc2cccc(F)c2)[C@@H](CO)O1
  BioA inh: 3.4

C[C@@H]1CN([C@@H](C)CO)C(=O)CCCn2cc(nn2)CO[C@H]1CN(C)S(=O)(=O)c1ccc(Oc2ccccc2)cc1
  BioA inh: 10&-0.1

CCC(=O)N1[C@H](CO)[C@H](c2ccc(-c3ccccc3)cc2)[C@@H]1CNC(=O)COC
  BioA inh: 6.7

CCNC(=O)C[C@H]1CC[C@H]2[C@H](COc3ccc(NC(=O)Nc4ccc(Cl)cc4)cc3C(=O)N2C)O1
  BioA inh: 0.9

COc1cccc(-c2cn(CC[C@H]3CC[C@H](NC(=O)CN(C)C)[C@@H](CO)O3)nn2)c1
  BioA inh: 1.6

CN1CCN(C(=O)C[C@@H]2C[C@@H]3c4cc(NS(C)(=O)=O)ccc4O[C@@H]3[C@H](CO)O2)CC1
  BioA inh: 1.1

CCCNC(=O)NC[C@H]1[C@@H](c2ccc(C3=CCCC3)cc2)[C@@H](CO)N1C(C)=O
  BioA inh: 5.1

C[C@H](CO)N1C[C@H](C)[C@H](CN(C)S(=O)(=O)c2ccc(F)cc2)Oc2c(NC(=O)Nc3ccc(C(F)(F)F)cc3)cccc2C1=O
  BioA inh: 7.6

CC(C)CC#Cc1cnc2c(c1)C(=O)N([C@@H](C)CO)C[C@@H](C)[C@H](CN(C)C(=O)CCN1CCCCC1)O2
  BioA inh: -2.4

CC(C)NC(=O)Nc1ccc2c(c1)C(=O)N([C@@H](C)CO)C[C@@H](C)[C@H](CN(C)C(=O)Cc1ccccc1)OCCCC[C@@H](C)O2
  BioA inh: -1.0

C[C@@H]1CN([C@H](C)CO)S(=O)(=O)c2ccc(C#CCN(C)C)cc2O[C@@H]1CN(C)C
  BioA inh: -6.7

O=C(c1ccc2c(c1)OCO2)N1CC[C@@H]2[C@@H](CO)Nc3ccc(C#Cc4ccccc4)cc3[C@@H]21
  BioA inh: -2.4

CCC(=O)N1C[C@H](C)[C@H](OC)CN(C)C(=O)c2cc(NC(=O)C3CC3)ccc2OC[C@@H]1C
  BioA inh: -0.9

CN1C(=O)c2cc(NC(=O)NC3CCCC3)ccc2OC[C@@H]2O[C@@H](CC(=O)NC3CCC3)CC[C@@H]21
  BioA inh: -1.4

O=C(C[C@@H]1C[C@@H]2c3cc(NC(=O)Nc4ccccc4F)ccc3O[C@@H]2[C@H](CO)O1)NCCc1ccccc1
  BioA inh: -0.6

Cc1ccc(-c2ccc3c(c2)O[C@@H](CN(C)C(=O)CC2CC2)[C@H](C)CN([C@H](C)CO)S3(=O)=O)cc1
  BioA inh: 2.4

CO[C@@H]1CN(C)C(=O)c2ccc(NS(=O)(=O)c3cccc(Cl)c3)cc2OC[C@@H](C)NC[C@@H]1C
  BioA inh: -1.5

CC=Cc1ccc2n(c1=O)C[C@@H]1[C@@H](CO)[C@H](C(=O)N3CCc4ccccc4C3)[C@H]2N1CC (mixture of isomers)
  BioA inh: -2.5

COc1cccc(-c2ccc([C@@H]3[C@H]4CN(C(=O)c5ccc(F)cc5)CCCCN4[C@H]3CO)cc2)c1
  BioA inh: -5.2

5 compounds already listed, ordered by count of non-hydrogen atoms, falling.
O=C(C[C@@H]1C[C@@H]2c3cc(NC(=O)Nc4ccccc4F)ccc3O[C@@H]2[C@H](CO)O1)NCCc1ccccc1
  BioA inh: -0.6

CC(C)CC#Cc1cnc2c(c1)C(=O)N([C@@H](C)CO)C[C@@H](C)[C@H](CN(C)C(=O)CCN1CCCCC1)O2
  BioA inh: -2.4

COc1cccc(-c2ccc([C@@H]3[C@H]4CN(C(=O)c5ccc(F)cc5)CCCCN4[C@H]3CO)cc2)c1
  BioA inh: -5.2

O=C(c1ccc2c(c1)OCO2)N1CC[C@@H]2[C@@H](CO)Nc3ccc(C#Cc4ccccc4)cc3[C@@H]21
  BioA inh: -2.4

COc1cccc(-c2cn(CC[C@H]3CC[C@H](NC(=O)CN(C)C)[C@@H](CO)O3)nn2)c1
  BioA inh: 1.6

(next part)
CO[C@@H]1CN(C)C(=O)c2cc(NC(=O)Nc3ccccc3)ccc2OC[C@H](C)N(CC2CC2)C[C@@H]1C
  BioA inh: 1.1

CO[C@H]1CN(C)C(=O)c2ccc(NC(C)=O)cc2OC[C@@H](C)N(C(=O)c2cccnc2)C[C@@H]1C
  BioA inh: -3.2

Cc1ccc(S(=O)(=O)N2C[C@@H](O)COC[C@H]3O[C@@H](CC(=O)NCCN4CCCCC4)CC[C@@H]32)cc1
  BioA inh: 0.5

CN(C)C(=O)c1cccc(-c2ccc([C@@H]3[C@@H](CO)N4CCCCN(CC5CCOCC5)C[C@@H]34)cc2)c1
  BioA inh: -0.4

COc1ccc([Si](C)(C)[C@H]2[C@H](CCO)O[C@@]3(C(=O)N(Cc4cccc(NC(=O)[C@H](C)O)c4)c4ccccc43)[C@@H]2C)cc1
  BioA inh: -0.7

O=C(C[C@@H]1CC[C@H]2[C@@H](COC[C@H](O)CN2Cc2ccccc2)O1)N[C@@H]1CCN(Cc2ccccc2)C1
  BioA inh: -2.3

O=C(C[C@@H]1C[C@H]2c3cc(NC(=O)NC4CCCC4)ccc3O[C@H]2[C@H](CO)O1)NCc1ccc(Cl)cc1
  BioA inh: -2.3

CC(C)NC(=O)Nc1ccc2c(c1)C(=O)N([C@@H](C)CO)C[C@@H](C)[C@@H](CN(C)Cc1ccncc1)OCCCC[C@H](C)O2
  BioA inh: 1.7

C[C@@H]1CN([C@@H](C)CO)S(=O)(=O)c2ccc(C3=CCCC3)cc2O[C@H]1CN(C)CC1CCOCC1
  BioA inh: -2.9

C[C@@H]1CN([C@@H](C)CO)C(=O)c2cc(NS(=O)(=O)c3ccccc3)ccc2O[C@H]1CN(C)Cc1ccc(-c2ccccc2)cc1
  BioA inh: -0.8

CCCN(C)C[C@@H]1Oc2cc(C#Cc3ccccc3)ccc2S(=O)(=O)N([C@H](C)CO)C[C@@H]1C
  BioA inh: -1.6

O=C(Nc1ccc2c(c1)[C@H]1C[C@@H](CC(=O)N3CCOCC3)O[C@@H](CO)[C@H]1O2)C1CCC1
  BioA inh: -0.4

C[C@H]1CN([C@@H](C)CO)C(=O)c2ccccc2-c2ccccc2CO[C@@H]1CN(C)Cc1cccc(C(=O)O)c1
  BioA inh: 0.7

CC(C)NC(=O)Nc1ccc2c(c1)C(=O)N([C@@H](C)CO)C[C@H](C)[C@@H](CN(C)C(=O)NC(C)C)OCCCC[C@H](C)O2
  BioA inh: -0.2

C[C@@H]1CN([C@H](C)CO)C(=O)c2cc(NC(=O)Cc3cn(C)c4ccccc34)ccc2O[C@@H]1CN(C)CC1CCCCC1
  BioA inh: -0.4

O=C(N[C@@H]1CC[C@@H](CCNS(=O)(=O)Cc2ccccc2)O[C@H]1CO)c1ccccc1F
  BioA inh: 4.9

C[C@@H]1CN([C@@H](C)CO)S(=O)(=O)c2ccc(C#Cc3ccc(F)cc3)cc2O[C@@H]1CN(C)CC1CC1
  BioA inh: -1.0

C/C=C/c1ccc2c(c1)O[C@H](CN(C)C(=O)COC)[C@@H](C)CN([C@H](C)CO)S2(=O)=O
  BioA inh: 4.5

C[C@@H]1CCCCO[C@@H](CN(C)C(=O)Nc2ccccc2)[C@@H](C)CN([C@@H](C)CO)C(=O)c2cc(NC(=O)C3CCCCC3)ccc2O1
  BioA inh: -1.6

Cc1ccc(S(=O)(=O)N(C)C[C@H]2Oc3ccc(NC(=O)Nc4ccccc4)cc3CC(=O)N([C@H](C)CO)C[C@@H]2C)cc1
  BioA inh: -2.4

Source: PubChem BioAssay (Broad Institute)
